Source: PubChem (Johns Hopkins Ion Channel Center)
CHT inh: inhibitors of human choline transporter CHT. High affinity choline transporter 1 (Homo sapiens), Q9GZV3. CHT-expressing cells, membrane potential dye, choline response; active compounds read low. B-score at 10 µM. actives 0.86% (n = 310,000). AID 488975, 2010;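 active means B-score over 3 SD under the library average, and starting fluorescence ratio not unusually high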;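 further: choline stimulus applied at its EC90 after an EC20 pre-addition; B-score computed on integrated fluorescence ratio after choline addition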
Target sequence (Q9GZV3 whole entry, looked up): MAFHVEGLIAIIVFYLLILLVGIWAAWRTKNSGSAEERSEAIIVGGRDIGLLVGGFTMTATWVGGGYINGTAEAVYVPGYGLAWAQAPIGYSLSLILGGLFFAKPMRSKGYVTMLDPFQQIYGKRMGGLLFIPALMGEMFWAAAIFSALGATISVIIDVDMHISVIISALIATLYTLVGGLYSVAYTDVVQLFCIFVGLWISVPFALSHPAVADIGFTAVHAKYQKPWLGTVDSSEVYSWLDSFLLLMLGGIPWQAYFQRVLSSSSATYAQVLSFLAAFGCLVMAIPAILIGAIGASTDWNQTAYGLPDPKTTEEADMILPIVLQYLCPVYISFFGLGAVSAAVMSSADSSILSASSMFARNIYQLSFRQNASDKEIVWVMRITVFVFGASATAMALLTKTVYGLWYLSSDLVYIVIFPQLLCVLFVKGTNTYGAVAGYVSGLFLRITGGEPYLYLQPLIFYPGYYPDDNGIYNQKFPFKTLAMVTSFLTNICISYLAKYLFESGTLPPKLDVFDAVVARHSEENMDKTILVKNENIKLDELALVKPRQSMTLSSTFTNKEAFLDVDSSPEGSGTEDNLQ
CHT PAM: CHT positive allosteric modulators, primary screen, cell-based, membrane potential dye, choline EC20; High affinity choline transporter 1 (Homo sapiens), Q9GZV3; CHT-expressing cells; active compounds read high; LV-AA mutant CHT in HEK293 cells; B-score at 10 µM; actives 0.49% (n = 310,000); AID 488977, 2010;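 active means initial fluorescence not abnormally high and integrated response B-score, plate-corrected, over 3 SD above library mean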
* hit, by the source's call; i = inactive.

SMILES	CHT inh	CHT PAM
CCC(=O)c1ccc(N2CCN(C(=O)c3ccc(F)cc3)CC2)c(F)c1	i	i
O=C1c2ccccc2C(Nc2ccc3c(c2)OCCO3)N1Cc1ccccc1 (stereo not given)	i	i
O=C(NCC1CCCO1)C1CCN(S(=O)(=O)c2ccccc2)CC1 (stereo not given)	i	i
Cn1ccnc1C(O)(c1ccccc1)c1ccccc1	i	i
O=C(NCN1C(=O)C2C3C=CC(C3)C2C1=O)Nc1ccccn1 (stereo not given)	i	i
CCCSCCCNC(=O)Cn1cc2c(n1)CCC(C)C2 (stereo not given)	i	i
CCOC(=O)C(NCc1ccc(OC)cc1)(NC(C)=O)C(F)(F)F (stereo not given)	i	i
COc1cccc(N2CCN(C(=O)CCCCCNc3nc(=S)[nH]c4ccccc34)CC2)c1	i	i
O=C1CC(Cc2ccc(Br)cc2)C(=O)N1c1ccccc1 (stereo not given)	i	i
O=C(O)c1ccc(N/C(=N\S(=O)(=O)c2ccc(Cl)cc2)c2ccccc2)cc1	i	i
Cc1n[nH]c(=O)nc1Nc1ccc(O)cc1	i	i
CCOC(=O)CCc1c(C)c2ccc(O)cc2oc1=O	i	i
CCn1cc(C(=O)N2CCN(c3ccccn3)CC2)c(=O)c2cc(S(=O)(=O)N(C)C3CCCCC3)ccc21	i	i
O=C(CN1C(=O)NC2(CCCC2)C1=O)N1CCN(S(=O)(=O)c2ccc(Cl)cc2)CC1	i	i
Cc1ccccc1OCCC(=O)OCC(=O)NCCc1ccccc1	i	i
Oc1ccccc1C1NN=C(c2ccccc2)S1 (stereo not given)	i	i
CC(C)(C)OC(=O)[C@H](Cc1ccccc1)NC(=O)c1nc[nH]c1C(=O)NCCCCCN	i	i
O=S(=O)(Nc1ccc(-n2cccc2)cc1)c1ccc(Cl)c(Cl)c1	i	i
COc1ccc(CCNC(=O)CC(c2ccccc2)c2cc(C)ccc2O)cc1OC (stereo not given)	i	i
CCc1ccc(OCC(=O)NNC(=O)Cc2c(F)cccc2Cl)cc1	i	i
COc1ccc2c(Cl)c(C(=O)NN)sc2c1	i	i
CCOC(=O)CNC(=O)c1cccnc1Oc1ccc(Cl)cc1	i	i
Oc1ccc(Br)cc1CNc1cccc2cccnc12	i	i
COc1ccc(CCNC(=O)C2CCN(S(=O)(=O)c3ccc(C)cc3)CC2)cc1	i	i
Nc1ccc(N2CCOCC2)c2nonc12	i	i
COCC(C)n1c(C)cc(C(=O)COC(=O)c2ccc3ncsc3c2)c1C (stereo not given)	i	i
Cc1ccc(NC(=O)CSc2ncccn2)cc1S(=O)(=O)N1CCCCC1	i	i
COc1ccc(NC(=O)CN(C)C(=O)c2cc3c(s2)CCC3)cc1	i	i
O=C(COC(=O)[C@H](Cc1ccccc1)NC(=O)c1cccs1)Nc1ccccc1C(F)(F)F	i	i
COc1cc(/C=N/NC(=O)Cc2ccc(Br)cc2)cc(OC)c1O	i	i
CCCc1cc(=O)n2[nH]c(C)cc2n1	i	i
CCC(=O)c1ccc(OCC(=O)OCC(=O)NCC2CCCCC2)cc1	i	i
CC1=CC(=C2N=C(c3ccccc3)OC2=O)C=C(C)O1	i	i
CCN(CC)C(=S)SCC(=O)Nc1cccc(C(F)(F)F)c1	i	i
C#CCOC(=O)Nc1cccn(Cc2c(Cl)cccc2Cl)c1=O	-5.1*	i
COc1ccccc1C(=O)NCC(=O)Nc1ccccc1	i	i
CC(C)c1ccc(NC2CCCN(C(=O)c3cnn(C(C)C)c3)C2)cc1 (stereo not given)	i	i
Cc1nnc(SCC(=O)Nc2ccc(N(C)C)cc2)n(N)c1=O	i	i
COCCN(C(=O)CCC(=O)Nc1ccccn1)C(C(=O)NC(C)C)c1ccc(Cl)cc1 (stereo not given)	i	i
CCOc1ccc(S(=O)(=O)Nc2nccs2)cc1	i	i
CCc1cc2c(=O)[nH]c(CC(N)=O)nc2s1	i	i
O=C(O)C1C2CCC(O2)C1C(=O)NCc1ccncc1 (stereo not given)	i	i
CCc1ccccc1NC(=O)CC(c1ccc(OC)cc1)n1cccc1 (stereo not given)	i	i
COc1ccc(Nc2nnc(SCC3CCCO3)s2)cc1 (stereo not given)	i	i
COc1cccc(NC(=S)/C(=C(\[O-])c2ccc(OC(F)F)cc2)[n+]2ccccc2)c1	i	i
CC(OC(=O)C1=Cc2ccccc2OC1)C(=O)NC1CCCC1 (stereo not given)	i	i
Cc1ccccc1CS(=O)(=O)CCC(=O)NCCCN1CCN(c2ccccc2F)CC1	i	i
O=C1CC(c2ccc(S(=O)(=O)N3CCN(c4ccccc4)CC3)cc2)CN1 (stereo not given)	i	i
O=C(CCc1nnc(C2CCCCC2)o1)N1CCN(c2ccccc2F)CC1	i	i
Cc1ccc2nc3nc(NCC4CCCO4)c(C(=O)NC4CCCCC4)cc3c(=O)n2c1 (stereo not given)	i	i
CCOC1CC(C)(C)NC(=S)N1 (stereo not given)	i	i
COCCN1Cc2cc3cc(C)ccc3nc2SC1=Nc1cccc(OC)c1	i	i
CCCCCc1ccc(S(=O)(=O)NCCc2ccncc2)cc1	i	i
CCOc1ccc(CN(CC)C(=O)Cc2c[nH]c3ccccc23)cc1OC	i	i
Nc1cc(C(=O)N/N=C/c2cccc([N+](=O)[O-])c2)n[nH]c1=O	i	i
Cc1ccc2oc3nc(C)c(C(=O)O)cc3c(=O)c2c1	i	i
Cc1nc(-c2ccccc2)sc1-c1nc(-c2cccnc2)ncc1S(=O)(=O)c1ccccc1	i	i
O=c1c(OC2OC(CO)C(O)C(O)C2OC2OC(CO)C(O)C(O)C2OC2OC(CO)C(O)C(O)C2O)c(-c2ccc(O)c(O)c2)oc2cc(O)cc(O)c12 (stereo not given)	i	i
O=C(NCCc1ccccc1)C1=CCN(S(=O)(=O)c2ccccc2)CC1	i	i
N=C1/C(=C\c2ccc(Br)o2)C(=O)N=C2SC(CC(=O)N3CCOCC3)=NN12	i	i

Profiles from above.
O=c1c(OC2OC(CO)C(O)C(O)C2OC2OC(CO)C(O)C(O)C2OC2OC(CO)C(O)C(O)C2O)c(-c2ccc(O)c(O)c2)oc2cc(O)cc(O)c12 (stereo not given) across the screens: CHT inh = i; CHT PAM = i
CCc1ccc(OCC(=O)NNC(=O)Cc2c(F)cccc2Cl)cc1 across the screens: CHT inh = i; CHT PAM = i
O=C(CN1C(=O)NC2(CCCC2)C1=O)N1CCN(S(=O)(=O)c2ccc(Cl)cc2)CC1 across the screens: CHT inh = i; CHT PAM = i

Other results follow:
SMILES	CHT inh	CHT PAM
COc1ccc(/C=N/NC(=O)c2ccc(O)cc2O)cc1CSc1ccccn1	i	i
Cc1cc(C(=O)N/N=C/C(Cl)=C/c2ccccc2)c(C)o1	i	i
Clc1cccc(-c2ccc(C=Nc3ccc(N4CCOCC4)cc3)o2)c1	i	i
Cc1csc(SCC(=O)Nc2cccc(S(=O)(=O)N3CCOCC3)c2)n1	i	i
O=C(NC1CCCc2ccccc21)c1ccc(F)cc1F (stereo not given)	i	i
N#Cc1c(/N=C/N2CCOCC2)sc2c1CCCCC2	i	i
COc1ccc(-c2nnc(SCC(=O)Nc3sc4c(c3C#N)CCCC4)n2-c2ccccc2)cc1	i	i
CCC(=O)Nc1ccc(NC(=O)CSc2nnc(-c3ccc(O)cc3)n2CC2CCCO2)cc1 (stereo not given)	i	i
O=C1CN(C(=O)COC(=O)c2ccc(N3CCCCCC3)c([N+](=O)[O-])c2)c2ccccc2N1	i	i
CSc1ccc(S(=O)(=O)N2CCC(C(=O)Nc3cccnc3)CC2)cc1	i	i
N#Cc1c(-c2ccccc2)ccn(Cc2ccc(Cl)cc2)c1=O	i	i
Cc1cc(N2C(=O)CC(C(C)c3ccccc3)C2=O)no1 (stereo not given)	i	i
CC1CCCCC1NC(=O)COC(=O)C12CC3CC(CC(Cl)(C3)C1)C2 (stereo not given)	i	i
CS(=O)(=O)c1ccc(Cl)c(NC(=O)COC(=O)CCN=C2NS(=O)(=O)c3ccccc32)c1	i	i
CCC(CC)COC(=O)C1=C(C)NC(=O)NC1c1cc(OC)ccc1OC (stereo not given)	i	i
O=C(Nc1cccc(S(=O)(=O)N2CCCCC2)c1)c1cc([N+](=O)[O-])ccc1N1CCOCC1	i	i
CCOc1ccc(NS(=O)(=O)c2ccc(C(=O)N(CC)CC(=O)NCc3cccs3)cc2)cc1	i	i
CCCn1cnc2c(=O)oc3ccccc3c21	i	i
O=C(COC(=O)Cc1ccccc1F)Nc1ccc2c(c1)OCCO2	i	i
COc1cccc(NC(=O)CSc2nc3ccccc3c3nc4ccccc4n23)c1	i	i
O=C(NCC1CCCO1)c1ccc(NC(=O)c2cc(F)c(F)cc2Cl)cc1 (stereo not given)	i	i
O=C(c1ccco1)N(Cc1cc2ccccc2[nH]c1=O)C1CCCCC1	i	i
CCN(CC)c1ccc(/C=N/NC(=O)CNC(=O)c2cccnc2)cc1	i	i
COc1cc(NS(=O)(=O)c2ccc(NC(=S)NC(=O)c3sc4cc(F)ccc4c3Cl)cc2)nc(OC)n1	i	i
Cn1c(=O)n(C)c2cc(NC(=O)C(F)(F)F)ccc21	i	i
CN1C[C@@H]2C(c3ccc(Cl)nc3)C3(c4cccnc4)CC2(C3)[C@H]1c1ccccc1 (stereo not given in full)	i	i
COc1cc(C)nc(-c2csc(C)n2)n1	i	i
CC(=O)c1ccc(NC(=O)CSc2ccc3nnc(-c4cccnc4)n3n2)cc1	i	i
Cc1ncsc1C(=O)Nc1nc2c(s1)CCCC2	i	i
COc1ccccc1C(=O)Nc1ccc2c(c1)nc(CN1CCCCC1)n2C	i	i
COC(=O)c1c(S(C)(=O)=O)nc(-c2ccccc2)[nH]c1=O	i	i
CC1CCN(C(=O)COc2cccc3c2CCN(C)C3=O)CC1	i	i
COc1ccc(NC(=O)CSCc2ccc(C#N)cc2)c(OC)c1	i	i
Cc1ccc(S(=O)(=O)N2CCCC2C(=O)n2nc(C)cc2C)cc1 (stereo not given)	i	i
COc1ccc(/C=C(/NC(=O)c2ccccc2)C(=O)NCc2ccco2)cc1	i	i
Cc1ccc(S(=O)(=O)N2CCCC2C(=O)O)cc1 (stereo not given)	i	i
CN(C)/C=C/C(=O)c1ccc([N+](=O)[O-])c(CS(=O)(=O)c2ccccc2)c1	i	i
O=C(Nc1ccn(Cc2c(F)c(F)c(F)c(F)c2F)n1)c1ccc(COc2ccccc2Cl)cc1	i	i
COc1cc(S(=O)(=O)NCc2ccccn2)ccc1Cl	i	i
CCOC(=O)C1=C(C)NC(=O)CC1c1ccccc1 (stereo not given)	i	i

2 neighbouring entries from above:
SMILES	CHT inh	CHT PAM
CCC(=O)c1ccc(N2CCN(C(=O)c3ccc(F)cc3)CC2)c(F)c1	i	i
O=C1c2ccccc2C(Nc2ccc3c(c2)OCCO3)N1Cc1ccccc1 (stereo not given)	i	i

4 structures already listed, ordered by heavy-atom count, ascending:
SMILES	CHT inh	CHT PAM
Cc1ncsc1C(=O)Nc1nc2c(s1)CCCC2	i	i
CCOC(=O)C1=C(C)NC(=O)CC1c1ccccc1 (stereo not given)	i	i
COc1cc(S(=O)(=O)NCc2ccccn2)ccc1Cl	i	i
O=C(Nc1ccn(Cc2c(F)c(F)c(F)c(F)c2F)n1)c1ccc(COc2ccccc2Cl)cc1	i	i

Further results follow:
SMILES	CHT inh	CHT PAM
O=C(COc1cccc2c1CCNC2=O)NC1CCCCC1	i	i
O=C(COC(=O)c1ccccc1C(=O)c1ccccc1)Nc1ccc(SC(F)F)cc1	i	i
CCn1c(=O)c2sccc2n2c(CCCC(=O)NCCc3ccc(S(N)(=O)=O)cc3)nnc12	i	i
CC(N=Cc1cc([N+](=O)[O-])ccc1O)c1ccccc1 (stereo not given)	i	i
Cc1cc(NC(=O)CSCC(=O)Nc2ccccc2N2CCCCC2)no1	i	i
CCOC(=O)NC(Nc1cc(C)ccn1)(C(F)(F)F)C(F)(F)F	i	i
COc1cc2c(cc1NC(=O)COC(=O)CNC(=O)c1ccccc1)oc1ccccc12	i	i
CCOc1nc(N2CCOCC2)nc(N2CCOCC2)n1	i	i
O=C(O)CSc1nc2ccccc2s1	i	i
COc1cccc(OCc2cc(/C=N/NC(=O)c3nc(Cl)c(Cl)c(N)c3Cl)ccc2OC)c1	i	i
CC(=O)Nc1ccc(CN2CCC(Oc3ccc(C(=O)N4CCCC4)cc3)CC2)cc1	i	i
CN(c1ccccc1)S(=O)(=O)c1cc(C(=O)OCC(=O)N2CCN(C(=O)c3ccco3)CC2)ccc1Cl	i	i
COCc1cc(=O)n2[nH]c(N)nc2n1	i	i
Cc1ccc(CCNC(=O)C2CC(c3ccccc3[N+](=O)[O-])=NO2)cc1 (stereo not given)	i	i
COc1ccc(C(=O)NCc2ccc(-c3nc4ccccc4s3)cc2)cc1OC	i	i
O=C(NC(=S)NNC(=O)c1ccccc1O)c1ccc([N+](=O)[O-])cc1	i	i
Cc1cccc2sc(NC(=O)C3CCCN(S(=O)(=O)c4cccc5nonc45)C3)nc12 (stereo not given)	i	i
N#Cc1c(SCC(N)=O)nc(-c2ccccc2)c2c1CCCC2	i	i
CN=C1SC(CC(=O)NCCc2ccc(OC)c(OC)c2)C(=O)N1C (stereo not given)	i	i
Cc1ccc(C(C(=O)NC2CCCCC2)N(C(=O)c2csnn2)C2CC2)cc1 (stereo not given)	i	i
Cc1oc(-c2ccccc2Cl)nc1CS(=O)CC(=O)NCc1cccs1 (stereo not given)	i	i
CC(C)[C@@H]1C=C(C(=O)O)O[C@H](OCCCCO)C1	i	i
OCCNCCCCOc1cccc(Br)c1	i	i
O=C(CCc1ccccc1)NCc1ccccc1	i	i
